DAX1 inh-1: inhibitors of human orphan nuclear receptor DAX1 (NR0B1) | HEK293 Gal4-DAX1 luciferase reporter, luminescence | inhibition, % at 6.75 µM | 340,000 compounds, 0.99% hits | AID 504766;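 active = inhibition above the mean over all tested compounds plus 3 SD, cut at about 4.2% in these data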;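 also: 0% = DAX1-transfected cells with DMSO and 100% = empty-vector control cells with DMSO; inhibition shows as a rise in luminescence from relieved DAX1 repression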
GC-B act: GC-B (human) receptor activation; P20594; activation, % at 10 µM; AID 1920062; HEK293-GC-B cells, CNP EC30, cGMP TR-FRET; 0% at EC30 CNP, 100% saturating CNP; 370,000 compounds, 0.11% hits;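 active = activation at 10 µM reaching about 35% in either raw or pattern-adjusted values, limit read from the data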
GC-A act: GC-A (human) enzyme activation; activation, % at 10 µM; 370,000 compounds, 0.14% hits; HEK293 GC-A cells, cGMP TR-FRET, EC30 ANP; 0% at EC30 ANP, 100% saturating ANP; P16066; in the data active = activation above about 40%
Target sequence (P16066 whole entry, looked up): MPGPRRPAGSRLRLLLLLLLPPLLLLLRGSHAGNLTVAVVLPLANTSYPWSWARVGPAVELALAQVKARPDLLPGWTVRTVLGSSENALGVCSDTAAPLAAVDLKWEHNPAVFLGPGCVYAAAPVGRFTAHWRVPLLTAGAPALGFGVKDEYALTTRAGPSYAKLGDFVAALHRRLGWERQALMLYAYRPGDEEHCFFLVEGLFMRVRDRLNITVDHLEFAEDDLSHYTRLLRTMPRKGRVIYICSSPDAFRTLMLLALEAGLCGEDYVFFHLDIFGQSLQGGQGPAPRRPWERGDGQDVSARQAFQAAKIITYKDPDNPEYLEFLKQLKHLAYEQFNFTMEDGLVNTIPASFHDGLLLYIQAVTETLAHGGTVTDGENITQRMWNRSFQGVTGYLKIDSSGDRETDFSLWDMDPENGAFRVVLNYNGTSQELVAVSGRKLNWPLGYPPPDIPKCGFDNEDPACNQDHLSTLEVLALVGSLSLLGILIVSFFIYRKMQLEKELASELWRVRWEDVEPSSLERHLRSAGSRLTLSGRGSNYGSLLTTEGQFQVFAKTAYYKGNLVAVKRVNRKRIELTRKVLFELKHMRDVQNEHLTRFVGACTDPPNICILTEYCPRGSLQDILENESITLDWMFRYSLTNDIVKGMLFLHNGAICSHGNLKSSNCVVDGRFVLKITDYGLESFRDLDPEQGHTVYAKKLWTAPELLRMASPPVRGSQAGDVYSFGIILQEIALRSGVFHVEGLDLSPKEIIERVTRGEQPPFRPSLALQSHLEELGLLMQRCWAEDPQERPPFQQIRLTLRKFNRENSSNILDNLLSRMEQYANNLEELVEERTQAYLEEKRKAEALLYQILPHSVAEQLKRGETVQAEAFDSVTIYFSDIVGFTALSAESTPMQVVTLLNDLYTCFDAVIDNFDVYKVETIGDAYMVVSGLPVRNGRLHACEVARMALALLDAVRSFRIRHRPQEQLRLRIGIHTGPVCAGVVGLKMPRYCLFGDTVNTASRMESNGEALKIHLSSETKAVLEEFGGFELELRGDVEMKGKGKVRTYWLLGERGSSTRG
DAX1 inh-2: DAX1 (NR0B1) inhibition, primary screen; HEK293T StAR-luciferase reporter, SF-1/DAX-1 repression relief; inhibition, % at 6.8 µM; 370,000 compounds, 1.1% hits; AID 652010;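 active = inhibition above the mean over all tested compounds plus 3 SD, cut at about 3.6% in these data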;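 also: 0% = DAX-1 cells with DMSO and 100% = cells lacking DAX-1 with DMSO; higher inhibition means more luminescence from relief of DAX-1 repression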
hgDAF12 agonist: agonists of H. glycines DAF-12 nuclear receptor. HEK293 GAL4-hgDAF12 UAS-luciferase reporter, agonist luminescence; normalized to butyrate control. activation, % at 6.8 µM. 370,000 compounds, 1.8% hits;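 active = activation above a cutoff set at the mean of all screened compounds plus 3 SD, cut at about 10% in these data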;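 also: 0% = DMSO wells and 100% = sodium butyrate wells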
proKLK7 act: activates the human kallikrein-7 zymogen; activation, % at 7 µM; purified proKLK7, EDANS-DABCYL substrate fluorescence; 100% is mature enzyme control, 0% vehicle; 370,000 compounds, 0.9% hits;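 active = activation above the mean of all tested compounds plus 3 SD, computed per campaign excluding outliers beyond control limits, cut at about 13% in these data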
HGIII-sPLA2 inh: Inhibits HGIII-sPLA2 liposome hydrolysis, primary screen; inhibition, % at 12.2 µM; Q9NZ20; QFRET BODIPY PC-A2 liposome hydrolysis, fluorescence; 370,000 compounds, 0.56% hits; AID 743126;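 active = inhibition above mean plus 3 SD of compounds lying within the high and low control bounds, cut at about 19% in these data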;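 also: 0% = median of test compound wells and 100% = no enzyme DMSO wells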
hcDAF-12 act: activators of H. contortus DAF-12 nuclear receptor. HEK293 hcDAF-12 lit1-tk-luc reporter, luminescence; 0% DMSO, 100% Δ7-dafachronic acid. activation, % at 6.8 µM. 370,000 compounds, 1.4% hits. AID 652067;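 active = activation above the mean of all tested compounds plus 3 SD, cut at about 5.5% in these data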;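 also: 100% = response to 3 µM Δ7-dafachronic acid high control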
ssDAF12 agonist: activators of S. stercoralis DAF-12 nuclear receptor; AID 652126; 370,000 compounds, 1% hits; activation, % at 6.8 µM; HEK293 ssDAF-12/GRIP1 lit1-tk-luc reporter, luminescence; % of 3 µM dafachronic acid response;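 active = activation above the mean over all tested compounds plus 3 SD, cut at about 0.9% in these data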;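 also: 0% = DMSO-only wells and 100% = 3 µM delta7-dafachronic acid wells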
SMARCA2 act: activators of SMARCA2 function | activation, % at 9.1 µM | 370,000 compounds, 1% hits | MG213 cells, MMTV-luciferase reporter, dexamethasone, overnight; in the data active = activation above about 7.8%;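 also: 0% = vehicle wells and 100% = reference activator wells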
GAA850 FXN act: activators of GAA850 frataxin (FXN) promoter. HEK293 lucGAA850 FXN promoter luciferase reporter, 24 h; percent of 10 µM SAHA response. activation, % at 6 µM. 360,000 compounds, 0.56% hits;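 active = activation above the average of all compounds screened plus 3 SD, cutoff fixed separately per campaign, cut at about 7.5% in these data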;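 also: 0% = DMSO wells and 100% = 10 µM SAHA wells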
The depositor's hits bear a star; . = not tested or not shown. An unsorted share of the library; any-hit rate near 6.7%.

SMILES	DAX1 inh-1	GC-B act	GC-A act	DAX1 inh-2	hgDAF12 agonist	proKLK7 act	HGIII-sPLA2 inh	hcDAF-12 act	ssDAF12 agonist	SMARCA2 act	GAA850 FXN act
Cc1cc(NC(=O)c2ccc(Br)c(S(=O)(=O)N3CCCC3)c2)no1	-1.2	.	.	-1.4	-1.7	-0.4	-2	-1.6	-1.2	-4	2.1
CC(Sc1nc2c(c(=O)[nH]1)CCCC2)C(=O)Nc1ccccc1C#N (configuration not stated)	0.8	0	-3	0.2	-1.0	0.4	-7	-1.2	-0.9	0	1.6
CSc1cccc(CN2CCCC(CO)(Cc3cccc(Cl)c3)C2)c1 (configuration not stated)	0.5	0	-4	-0.5	-0.5	0.0	3	-0.6	-1.3	-2	1.4
COc1ccc(NC(C)=[N+](C)CCNS(=O)(=O)c2ccc(Cl)cc2)cc1Cl	0.6	-8	-8	-0.9	0.2	0.0	16	-0.6	-1.1	-2	0.1
Cc1ccccc1S(=O)(=O)c1c(C)cc(C)n(C(C)C)c1=O	-1.4	6	1	0.0	0.6	0.2	2	-0.3	-1.1	1	0.3
COc1ccc(-n2nc(C(=O)NCC(=O)N3CC(C)CC(C)C3)c3ccccc3c2=O)cc1OC (configuration not stated)	-1.4	2	-2	-1.0	-2.0	1.8	4	-1.9	-1.4	-5	-4.2
CC(C)c1ccc(CCNC(=O)CSC(=S)N2CCCC2)cc1	0.3	3	-2	-0.3	3.1	0.4	-7	-0.1	-0.8	-2	4.5
CCCCN(CCCC)S(=O)(=O)c1ccc(SCC(=O)OCC)c([N+](=O)[O-])c1	-0.5	-4	5	0.1	1.5	0.4	-31	1.1	-1.3	-1	0.2
CCn1cc(C(=O)O)c(=O)c2cc(F)c(N3CCN(C(=S)NC(=O)c4ccc(OC)cc4)CC3)cc21	1.4	-3	-6	0.2	0.9	-0.2	6	-0.6	-0.6	1	-0.2
CCC(C(=O)NC1CCCC1)N(Cc1ccccc1Cl)C(=O)c1snc(C(N)=O)c1N (configuration not stated)	0.8	2	2	0.0	-1.5	0.3	0	-1.4	-0.8	-1	-1.4
CC(C)(C)OC(=O)C[C@@H]1C/C=C\C[C@H](CC(=O)N(CCO)Cc2ccccc2)C(=O)N2CCC[C@@H]2COC1=O	0.8	1	0	-0.3	0.9	0.3	3	-1.2	-0.8	1	0.1
O=c1[nH][nH]cc1C=Nc1cc(Cl)ccc1O	-0.8	0	-16	-0.4	-2.3	-1.0	6	3.4	-1.4	-2	3.6
COc1ccc(N(CC(=O)N2CCN(c3ccc(F)cc3)CC2)S(=O)(=O)c2c(C)n[nH]c2C)cc1	1.4	7	-5	-0.9	-1.8	-0.2	-10	-1.2	-1.5	-1	-1.5
CCC(=O)N1N=C(c2ccc(C)o2)CC1c1ccc(Br)cc1 (configuration not stated)	-0.1	1	-1	0.2	1.0	-0.3	-7	0.6	-0.8	-1	-0.1
Cc1noc(NS(=O)(=O)c2ccc(N3CC(O)=C(c4ccccc4)C3=N)cc2)c1C	1.5	8	-3	-0.2	3.9	-1.0	7	-0.2	-1.2	0	1.5
CN(C)c1ccc(NC(=O)Nc2ccc3c(c2)c(=O)n(C)n3-c2ccccc2)cc1	.	1	3	-0.9	0.4	2.9	11	-2.7	-1.9	-1	2.0
CC(=O)c1ccc(-c2c(CCO)sc3ccccc23)cc1	.	1	-3	5.7*	8.1	0.2	3	1.7	-0.8	3	.
Cc1ccc(-c2cc(C(=O)N3CCN(C(=O)c4ccco4)CC3)[nH]n2)c(C)c1	0.6	1	-2	-0.2	-0.8	-0.6	0	-1.8	-0.5	-4	-0.9
Cc1ccc(C(c2c(C)n(C)n(-c3ccccc3)c2=O)c2c(C)n(C)n(-c3ccccc3)c2=O)s1	-0.2	7	2	-0.8	-1.6	0.7	6	-3.1	-1.0	-1	-1.0
O=C(COc1ccc(Cl)cc1Br)Nc1ccncc1	2.9	1	23	-1.2	-1.0	-0.5	-5	-1.2	-1.7	-1	-0.5
CC(C)C(C(=O)C=[N+]=[N-])N1C(=O)c2ccccc2C1=O (configuration not stated)	1.3	-4	3	-0.6	-0.4	1.3	0	0.8	-0.8	-1	-1.0
Cn1ccsc1=NC(=O)c1ccccc1OC(F)F	0.7	-6	-1	0.1	-2.9	-0.2	10	-1.4	-1.4	-2	1.4
O=C(Nc1nc(-c2ccc(F)cc2)cs1)C1CCCO1 (configuration not stated)	0.5	1	12	0.5	7.3	-0.1	-6	-1.5	0.3	2	3.6
COc1ccc(C2=NOC(C(=O)Nc3cc(Br)ccc3O)C2)cc1OC (configuration not stated)	0.8	-1	-3	-0.7	-1.0	-0.9	-24	-0.7	-1.4	8.6*	2.2
O=C(Nc1ccon1)c1csc2ccccc12	-0.4	-1	1	-0.7	0.6	-0.2	5	-0.1	-0.6	-2	2.1

Reprinted from the part before: 2 entries; new compounds follow.
SMILES	DAX1 inh-1	GC-B act	GC-A act	DAX1 inh-2	hgDAF12 agonist	proKLK7 act	HGIII-sPLA2 inh	hcDAF-12 act	ssDAF12 agonist	SMARCA2 act	GAA850 FXN act
COc1ccc(C2=NOC(C(=O)Nc3cc(Br)ccc3O)C2)cc1OC (configuration not stated)	0.8	-1	-3	-0.7	-1.0	-0.9	-24	-0.7	-1.4	8.6*	2.2
O=C(Nc1ccon1)c1csc2ccccc12	-0.4	-1	1	-0.7	0.6	-0.2	5	-0.1	-0.6	-2	2.1
CN1CCN(C(=O)c2ccc(CS(=O)(=O)c3c(Cl)cccc3Cl)o2)CC1	0.4	-4	0	0.1	1.8	0.4	4	1.1	-0.4	1	1.1
Cn1c(SCC(=O)NCc2ccccc2)nc2ccccc21	-0.7	0	1	-0.2	-0.2	0.2	5	-1.2	-1.1	-2	0.1
Cc1ccc(S(=O)(=O)N2CCC(N3CCCCCC3)CC2)cc1	-0.3	4	-2	-0.2	1.8	0.4	-2	-0.6	-0.7	-1	-0.2
CCN(CC(=O)Nc1cc(Cl)ccc1C)c1ncnc2sc(C)c(C)c12	-0.7	-8	-15	-1.4	-5.0	-0.1	-11	-3.0	-1.9	-3	0.9
O=C(CSc1n[nH]c(-c2cccs2)n1)N1CCCc2ccccc21	-1.1	0	5	-0.4	-1.1	-0.3	1	-1.1	-1.0	0	-1.9
CCOC(=O)C1=CCN(S(=O)(=O)c2ccccc2Cl)C1c1ccc(Cl)cc1 (configuration not stated)	.	-9	-8	-1.3	-2.1	0.5	-1	-2.0	-1.2	-2	.
Cn1cc(C2CC(c3ccccc3)=NN2C(=O)c2ccccc2)c2ccccc21 (configuration not stated)	1.5	-16	-17	1.6	6.3	-0.5	7	7.9*	0.1	3	-0.9
NC(=O)CSc1nc2c(sc3ccccc32)c(=O)n1CCCC(=O)NCC1CCCO1 (configuration not stated)	2.6	1	-3	0.2	1.4	-0.1	5	-0.9	-0.6	0	1.0
Cn1c(CNC(=O)Nc2ccccc2Cl)nnc1SCc1ccccc1	-1.4	-1	-2	-0.5	0.1	0.1	-4	-1.9	-0.6	-3	-2.3
CCOC(=O)c1ccc(NCc2nc3ccccc3[nH]2)cc1	1.0	-1	4	3.5	15*	-2.5	4	4.5	0.4	1	0.1
Cc1cc(C)cc(C(=O)N/N=C/c2ccoc2)c1	1.3	2	1	0.7	0.2	-0.6	0	-1.9	-1.5	2	-1.3
COc1cc(O)c(C(CCN2CCOCC2)c2ccc3c(c2)OCO3)c(OC)c1 (configuration not stated)	-0.1	-15	-12	-0.1	2.8	0.1	-7	0.3	-0.6	1	-0.3
COc1ccc(NC(=O)C2CCC(=O)N2C(=O)OCc2ccccc2)cc1 (configuration not stated)	0.8	3	1	-0.2	2.1	0.3	-1	-1.4	-1.0	-4	-0.4
Nc1ccccc1Sc1ccc(C(=O)c2ccccc2C(=O)O)cc1[N+](=O)[O-]	1.8	-4	-6	1.2	1.9	-0.5	-22	-0.3	-0.9	-4	-1.1
CCCCN1CCCCC1C(=O)Nc1c(C)cccc1C (configuration not stated)	-0.6	-1	-1	-0.5	1.0	-0.6	9	-1.8	-0.8	-2	-4.0
COc1cccc(C=Nc2ccc3c(c2)CCC3)c1O	2.3	1	3	0.1	3.1	-0.3	0	2.7	-0.3	-2	0.1
CCC1=Nc2cc(C(=O)NCC3CCCO3)ccc2Sc2ccc(Br)cc21 (configuration not stated)	-2.4	0	8	-1.9	-1.2	0.1	-3	-1.7	-0.7	-5	-3.4
Cc1c(OCC(=O)NC(Cc2ccc(Cl)cc2)C(=O)O)ccc2c3c(c(=O)oc12)CCC3 (configuration not stated)	1.9	2	8	-0.5	0.5	-0.9	-2	0.5	-1.1	1	1.2
O=C(Nc1nc2ccccc2n1CCN1CCOCC1)c1ccccc1	-2.2	-3	-1	-0.6	-2.9	0.3	7	0.8	-0.4	-2	2.4
N#Cc1cc([N+](=O)[O-])ccc1NC(=O)COC(=O)CN1C(=O)C2CCCCC2C1=O (configuration not stated)	0.3	4	-1	0.3	1.2	0.1	0	1.2	-0.6	-5	-1.5
COc1cccc(CN(C)C[C@H]2OCc3cnnn3CCCC(=O)N([C@H](C)CO)C[C@@H]2C)c1	0.7	1	2	-0.9	2.5	0.1	0	-0.9	-0.6	-5	0.6
COC(=O)[C@H](C)NC(=O)Nc1ccccc1F	-0.7	4	-1	-0.2	0.7	-0.1	6	-1.4	-1.6	0	0.4
O=C(NC1CCCC1)C1CCN(c2cnccn2)CC1	-0.6	3	0	0.9	0.2	0.6	5	0.5	-1.6	-3	0.0
CCOC(=O)c1c(C)[nH]c(C(=O)NCCN2CCOCC2)c1C	-0.8	-2	5	0.0	0.9	0.3	3	-0.6	-1.3	-2	1.6
CCN(CCn1cccn1)C(=O)CC1C(=O)NCCN1Cc1ccc(F)cc1 (configuration not stated)	0.4	4	2	0.1	2.0	-0.2	2	-0.2	-0.6	-3	0.5

(cont.)
SMILES	DAX1 inh-1	GC-B act	GC-A act	DAX1 inh-2	hgDAF12 agonist	proKLK7 act	HGIII-sPLA2 inh	hcDAF-12 act	ssDAF12 agonist	SMARCA2 act	GAA850 FXN act
COc1ccccc1Nc1nc(N)nc(CN2CCCCCC2)n1	0.9	7	-1	-0.3	2.0	-0.5	-6	-1.7	-1.3	-1	3.9
Cc1cc(O)c(C=Nc2cccc(Cl)c2)c(=O)o1	0.4	-5	-2	0.5	-2.4	1.1	0	-0.4	-1.2	3	-0.2
CCC1(c2ccc(OC)cc2)NC(=O)N(CC(=O)c2ccc3c(c2)OCCO3)C1=O (configuration not stated)	1.5	1	0	1.2	0.1	-0.1	-8	-2.0	-0.4	2	2.0
CN1C(=O)c2cccc3c(S(=O)(=O)N4CCCC4C(=O)O)ccc1c23 (configuration not stated)	1.0	0	1	0.6	1.0	17*	3	1.0	-0.8	-1	0.0
COCCCn1c(O)c(/C=C2\N=C(C#N)C(=Nc3ccc(C)cc3)O2)sc1=S	4.2	3	10	-0.4	-2.6	1.4	0	0.5	-0.1	-3	1.1
CCc1cc(C(=O)Nc2ccccc2N2CCOCC2)sc1C	0.8	0	-1	-2.1	2.1	0.6	-3	-0.2	-1.7	1	1.6
Cc1csc(NC(=O)c2cccnc2Cl)n1	3.0	-1	4	0.5	5.4	-0.2	10	8.7*	1.1*	2	3.9
